# Source: PubChem
# NadD block – blocks S. aureus nicotinate mononucleotide adenylyltransferase; purified NadD enzyme, colorimetric absorbance read-out; inhibition, % at 20 µM; actives 0.78% (n = 360,000); AID 602399; in the data active means inhibition above about 26%; further: some compounds past the cut are filed as inactive
# STEP block – STEP (human) phosphatase inhibition. P54829. recombinant STEP, OMFP fluorogenic substrate, fluorescence. inhibition, % at 20 µM. actives 0.25% (n = 360,000);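 active means inhibition at 20 µM, scaled per plate between control wells, above about 37%, limit read from the data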;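 further: 0% = DMSO with enzyme and substrate and 100% = substrate only without enzyme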
#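 Material: STEP (striatal-enriched tyrosine phosphatase) enzyme, cell-free | Medium: 50 mM Bis-Tris pH 6.0 with 2.5 mM DTT and 0.005% Tween 20 | Read-out: Percent inhibition scaled to no-enzyme and uninhibited-enzyme controls, plate-pattern corrected | Signal: Fluorescence read at 480 nm ex / 540 nm em | Times: 20 min reaction, room temperature, in the dark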
# SUMO1-SIM PPI – SUMO1-SIM interaction modulation | SUMO1 binding to a labelled peptide, TR-FRET, 1 h | inhibition, % at 20 µM | actives 0.33% (n = 360,000) | AID 602429; in the data active means inhibition above about 37%
# Target sequence (P63165 whole entry, looked up): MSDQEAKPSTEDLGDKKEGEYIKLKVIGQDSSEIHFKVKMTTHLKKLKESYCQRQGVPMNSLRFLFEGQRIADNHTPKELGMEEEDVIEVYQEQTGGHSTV
# Neddylation inh – cullin neddylation inhibition | P61081+Q13564 | TR-FRET cullin neddylation, biochemical | calls only at 25 µM | actives 0.58% (n = 360,000); in the data active means inhibition above about 36%
# LMPTP block – blocks human LMPTP phosphatase | P24666 | recombinant LMPTP-A, OMFP fluorogenic substrate, fluorescence intensity | AID 651560 | actives 0.22% (n = 360,000) | inhibition, % at 20 µM;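 active means compounds that cut the enzyme signal by at least half of the control window in the single-dose screen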;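 further: plate controls were DMSO wells with enzyme plus substrate for no effect and substrate without enzyme for full effect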
# Target sequence (P24666 whole entry, looked up): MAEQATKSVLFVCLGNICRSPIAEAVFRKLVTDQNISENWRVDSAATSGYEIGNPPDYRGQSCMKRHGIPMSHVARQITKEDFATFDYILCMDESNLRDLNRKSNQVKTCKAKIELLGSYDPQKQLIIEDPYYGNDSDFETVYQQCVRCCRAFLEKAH
#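 Assay system: LMPTP-A phosphatase enzyme | Input: 0.625 nM enzyme | Also added: Fluorogenic phosphatase substrate OMFP at 400 µM final | Compound dosing: One test concentration per compound, 20 µM, with 3% DMSO overall | Schedule: 50 min enzyme reaction at room temperature, protected from light | Signal: Fluorescence intensity | Benchmarks: no-enzyme and uninhibited controls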
# CSN deneddyl inh – CSN deneddylation inhibition | Q92905 | Purified CSN, SCF-Nedd8-OG deneddylation, fluorescence polarization | inhibition, % at 12.5 µM | actives 0.38% (n = 360,000) | AID 651999;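 active means pattern-corrected inhibition above about 35%, with an unprinted fluorescence ratio check between 0.5 and 1.5, limit read from the data, passing the limit was not always enough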;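 further: 0% = enzyme with substrate and 100% = substrate without enzyme; some results filed as inactive read as strong as hits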
# Target sequence (Q92905 whole entry, looked up, one chain of several): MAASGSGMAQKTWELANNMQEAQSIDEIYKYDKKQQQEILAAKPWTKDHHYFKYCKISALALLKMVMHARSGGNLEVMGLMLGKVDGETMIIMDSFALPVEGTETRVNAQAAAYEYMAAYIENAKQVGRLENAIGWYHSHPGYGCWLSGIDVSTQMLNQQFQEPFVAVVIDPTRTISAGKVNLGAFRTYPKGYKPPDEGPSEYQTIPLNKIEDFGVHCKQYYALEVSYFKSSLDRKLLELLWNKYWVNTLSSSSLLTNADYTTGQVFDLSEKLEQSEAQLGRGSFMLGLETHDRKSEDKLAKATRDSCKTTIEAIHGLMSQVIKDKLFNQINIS
#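 Assay system: Purified human Csn5 enzyme expressed in HEK293T cells | Amount: Enzyme 0.24 nM | Measured by: Fluorescence polarization readout | Medium: Tris/NaCl/DTT buffer, pH 7.5 | Compound dosing: One concentration, 12.5 µM, 0.25% DMSO | Times: 90 min incubation of compound, enzyme and substrate at room temperature | Control set: no-enzyme wells high, enzyme-with-substrate wells low | Read-out: % inhibition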
# Rin1 Abl inh – human Rin1-Abl interaction inhibition; TR-FRET Rin1/Abl binding, biochemical; actives 0.4% (n = 360,000); P00519+Q13671; inhibition, % at 7.35 µM; in the data active means inhibition above about 5%, passing the limit was not always enough
# DNMT1 inh – inhibitors of human DNMT1; P26358; DNMT1 molecular beacon, Hinp1I cleavage, fluorescence; inhibition (reported as % activation of signal), % at 10 µM; actives 0.83% (n = 360,000); AID 588458; in the data active means inhibition above about 50%
# Scp-1 inhibitor – blocks human Scp-1 phosphatase activity; AID 493091; Recombinant Scp1, phosphopeptide, malachite green phosphate absorbance; Q9GZU7; actives 0.88% (n = 340,000); inhibition, % at 20 µM;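 active means inhibition above about 50% at 20 µM, limit read from the data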;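 further: plate controls were DMSO wells with enzyme for no effect and wells lacking enzyme for full effect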
#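 System: truncated SCP-1 phosphatase (76-261aa); medium: Tris acetate buffer pH 5.5 with MgCl2 and Tween-20; incubation: 45 min room-temperature reaction, 5 min colour, 30 min stabiliser; compound: single 20 µM dose, 1% DMSO; reagent: Phosphorylated 17-residue peptide substrate; read-out: % inhibition at 20 µM; technique: colorimetric free-phosphate detection, absorbance 630 nm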
# Rpn11 block – blocks the human proteasome subunit Rpn11; O00487; AID 588493; human 26S proteasome, Ub4-pepOG fluorescence polarization; 20S core pre-blocked with epoxomicin; actives 0.59% (n = 360,000); calls only at 20 µM;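 active means inhibition at 20 µM, scaled to each plate's controls, above about 33%, limit read from the data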
# Target sequence (O00487 whole entry, looked up): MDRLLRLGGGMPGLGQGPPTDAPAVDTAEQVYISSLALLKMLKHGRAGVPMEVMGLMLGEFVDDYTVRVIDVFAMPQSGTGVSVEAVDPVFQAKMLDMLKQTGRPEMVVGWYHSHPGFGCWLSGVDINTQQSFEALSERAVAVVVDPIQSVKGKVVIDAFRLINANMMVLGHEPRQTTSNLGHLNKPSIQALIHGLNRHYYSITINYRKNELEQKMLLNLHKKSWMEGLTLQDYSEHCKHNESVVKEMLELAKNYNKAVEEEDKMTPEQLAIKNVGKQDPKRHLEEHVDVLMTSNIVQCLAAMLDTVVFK
# * marks the source's active call; other numbers are inactive results; i = inactive; · = not tested or not shown.
SMILES,NadD block,STEP block,SUMO1-SIM PPI,Neddylation inh,LMPTP block,CSN deneddyl inh,Rin1 Abl inh,DNMT1 inh,Scp-1 inhibitor,Rpn11 block
CC(=O)Nc1nc2ccccc2n1CCN(C)C,-2,-1,-2,i,0.3,-2,-3,1,-3,i
O=C(Nc1ccc2c(c1)OCO2)C1CC(=O)N(c2ccc3c(c2)OCCO3)C1 (centres undefined),-10,-1,7,i,1.0,5,2,1,-12,i
C=C1c2cccc(OC)c2O[C@H](C(=O)OCC)[C@@H]1CCCCCC,52*,0,3,i,4.3,-3,-1,14,101*,i
CCCCn1c(N)c(N(CCC(C)C)C(=O)CSc2nc3ccccc3n2C)c(=O)[nH]c1=O,1,-2,2,i,-1.1,-5,4,4,3,i
C[C@]1(C(=O)NCCCNc2ncc(C(F)(F)F)cc2Cl)C=C[C@@H](Cc2ccccc2)N1C(=O)c1ccccc1,-2,-2,-3,i,2.9,-3,1,-11,-5,i
O=C(CSc1nc2c(sc3ccccc32)c(=O)n1CCCN1CCCC1)NCc1ccccc1,-5,5,0,i,7.5,5,-2,2,3,i
Cc1ccc(NS(=O)(=O)c2ccc(-c3ccc(=O)[nH]n3)o2)cc1,1,-4,-12,i,0.6,1,-5,-2,-4,i
Cc1ccc(C(=O)N/C(=C\c2sccc2C)C(=O)NCCCN2CCOCC2)cc1,3,-3,-11,i,-3.2,-1,0,-6,-3,i
CCOc1ccc(-c2cc(C(=O)Nc3cccc(C(F)(F)F)c3)[nH]n2)c(C)c1,-6,1,2,i,0.0,-2,-1,-1,·,i
Cc1cc(-c2nnc(SCC(=O)Nc3ccccc3C(F)(F)F)n2N)n[nH]1,-7,-2,2,i,-2.5,-1,2,3,8,i
O=C(O)CCC(=O)Nc1ccc(Br)cn1,2,2,-2,i,-1.3,-2,2,-3,-4,i
Cc1ccc(S(=O)(=O)N/N=C/c2cccn2-c2ccc(Cl)cc2)cc1,4,4,-2,i,0.9,-7,1,-7,-7,i
O=C(NNC(=O)c1ccccc1[N+](=O)[O-])c1ccc(NC(=O)c2ccccc2)cc1,-8,3,-21,i,-0.9,-1,0,2,-2,i
COCCNC(=S)N1CCN(Cc2cccc(OC)c2)CC1,3,4,-1,i,0.3,8,0,5,-3,i
COC(=O)c1cc(C(=O)OCC(=O)c2ccc[nH]2)cc([N+](=O)[O-])c1,2,1,-29,i,1.7,3,2,1,11,i
Nc1nnc(CSc2ccc(Cl)cc2)s1,2,-5,-1,i,-1.7,1,3,-1,0,i
CC(C)c1ccc(CC(C)C2C3=C(CCCC3=O)OC3=C2C(=O)CCC3)cc1 (centres undefined),-2,5,-2,i,2.5,0,0,3,-10,i
O=C(Cn1cc(S(=O)(=O)Cc2cccc(F)c2)c2ccccc21)N1CCOCC1,-10,-1,-2,i,-1.3,6,-2,0,-2,i
O=C(O)CSc1nc(-c2ccc(Cl)cc2)nc2c1oc1ccccc12,5,-1,19,i,0.3,-1,1,14,3,i
CCOc1ccc2ccccc2c1/C=N/NC(=O)c1cc(C)[nH]n1,1,1,-23,i,1.5,4,0,1,-7,i
COc1cc2c(cc1NC(=O)CCCCCN1C(=O)CCC1=O)oc1ccccc12,-8,1,1,i,0.3,6,3,-9,-11,i
Cc1onc(C(=O)N2C(C)CCCC2C)c1[N+](=O)[O-] (centres undefined),1,0,-4,i,-1.4,-3,0,12,-8,i
CCOC(=O)C1CCN(c2c(NC3CCCc4ccccc43)c(=O)c2=O)CC1 (centres undefined),0,2,2,i,-0.8,0,0,2,-3,i
O=C(CCc1ccc(S(=O)(=O)N2CCOCC2)cc1)Oc1ccccc1,-7,-2,2,i,-0.7,1,0,0,-16,i
CCOCCCNc1ncnc2c1nc1n2CCCC1,-5,-1,2,i,-1.5,-1,-1,0,-13,i
O=C(CCNC(=O)c1ccc([N+](=O)[O-])cc1)Nc1cccc(S(=O)(=O)N2CCCCCC2)c1,-9,0,-27,i,-0.2,-3,4,-4,4,i
COc1ccc(CCNC(=O)Nc2cccc([N+](=O)[O-])c2)cc1,-5,4,-22,i,0.4,0,1,0,-14,i
CCOC(=O)c1sc2nc(C)nc(NCc3ccc(F)cc3)c2c1C,0,0,0,i,4.5,-1,-3,6,1,i
CC(=O)Nc1ccc(C(=O)OCc2ccc(Cl)cc2)cc1,4,-3,-3,i,1.9,1,0,2,-13,i
CCOc1ncccc1C(=O)OCC(=O)Nc1cc(S(=O)(=O)N2CCOCC2)ccc1C,-5,-4,4,i,-1.1,-1,1,2,9,i
CCc1ccc(NC(=O)c2cccc(NC3=NC4CS(=O)(=O)CC4S3)c2)cc1 (centres undefined),1,1,-5,i,0.8,4,-2,-7,-17,i
CC(=O)Nc1ccc(NC(=O)C2CC(=O)Nc3ncnn32)cc1 (centres undefined),-1,-1,0,i,-1.2,0,0,1,-4,i
Cc1ccc(S(=O)(=O)N2CCC(C)CC2)c([N+](=O)[O-])c1,-1,2,-5,i,5.6,-14,1,12,5,i
COc1cc(OC)c(C2C(C(=O)N3CCOCC3)=C(C)NC3=C2C(=O)CC(C)(C)C3)cc1OC (centres undefined),4,-1,-4,i,-0.4,-1,3,-1,-7,i
O=C1/C(=C/c2ccccc2)N=C(N2CCOCC2)N1c1cccc(Cl)c1,1,2,-12,i,0.1,2,-2,-2,-7,i
CCN1CCCC(Sc2nc3c([nH]2)c(=S)n(C)c(=O)n3C)C1 (centres undefined),-4,-1,-3,i,-2.8,2,-1,0,-4,i
COc1ccc(-c2c(N)nnc3c2[nH]c2ccccc23)cc1OC,-3,0,3,i,1.9,-3,-2,-2,1,i
O=C(CCC(=O)N1CCOCC1)NCCc1ccc(Cl)cc1Cl,2,1,6,i,0.9,-6,1,2,-7,i
CN(C)Cc1c(C(=O)N/N=C/c2ccoc2)nnn1-c1nonc1N,0,0,0,i,-2.7,2,2,1,-3,i
C=CCn1cc(-c2ccccc2)cc(C#N)c1=O,-2,-3,-11,·,-2.2,2,-2,4,1,i
O=C(CCNC(=O)c1ccccc1Cl)NCC1COc2ccccc2O1 (centres undefined),-3,-2,1,i,-1.3,5,0,0,-5,i
O=C(CNC(=O)c1ccc(C(F)(F)F)cc1)NC1CC1,8,-3,4,i,0.5,-1,4,0,-5,i
O=S(=O)(Nc1nc2ccccc2s1)c1ccc(Cl)s1,-1,2,8,i,0.5,-1,-5,0,-5,i
CCOc1ccc(N(C(C)=O)c2nc(C)cc(C)c2C#N)cc1,-1,-2,2,i,-3.0,1,-1,1,-2,i
O=C(Cc1cccc2ccccc12)N/N=C/c1ccc2cccc(O)c2n1,30*,3,-6,i,5.3,2,-1,3,-2,i
COc1ccc2[nH]c(C)c(CCNC(=S)Nc3cc(C)ccc3C)c2c1,3,-4,5,i,0.0,8,-1,-1,-3,i
COc1ccc(NS(=O)(=O)c2cc(NC(=O)Cn3cnc4c3c(=O)n(C)c(=O)n4C)ccc2C)cc1,7,0,2,i,0.2,1,1,-6,2,i
Cc1ccc(NC(=S)N(CCC(C)C)C(C)c2ccncc2)c(Cl)c1 (centres undefined),1,2,-2,i,-0.2,-4,-3,1,-2,i
CC(C)Cn1c(-c2cc(Br)ccc2F)nc2c1c(=O)[nH]c(=O)n2CC(C)C,-4,-2,6,i,0.6,-1,2,-3,-10,i
Cc1cc(C)c(S(=O)(=O)N2C=CC(C(F)(F)F)=NCC2)c(C)c1,-1,-3,-1,i,-1.6,3,2,-4,-12,i
COc1ccc(-n2nc(C(=O)N3CCN(c4ccc(F)cc4)CC3)c3ccccc3c2=O)c(OC)c1,10,-2,3,i,-0.9,-7,-1,-4,-2,i
COC(=O)C1=CO[C@@H](O[C@@H]2O[C@H](CO)[C@@H](O)[C@H](O)[C@H]2O)C2C(CO)=CCC12 (some centres undefined),-2,1,4,i,-1.6,-2,0,0,-10,i
COC(=O)c1ccc(NC(=O)c2ccccc2NS(C)(=O)=O)cc1,7,0,1,i,0.1,-2,1,35,-5,i
Cc1ccc(OCC(=O)c2c[nH]c3ccccc23)c([N+](=O)[O-])n1,-5,-2,-11,i,1.0,6,0,-22,-8,i
Cc1ccc(C(=O)OCC(=O)NC2CC2)cc1S(=O)(=O)N1CCOCC1,7,-1,-1,i,0.6,1,2,4,0,i
COc1ccc(Cn2c(=O)oc3ccccc32)cc1,-2,-3,-2,i,-1.1,-3,-1,4,·,i
CSc1nc(=S)n(-c2ccc([N+](=O)[O-])cc2)c(C)c1C(C)=O,-4,-2,-22,i,-0.8,4,-1,-1,-6,i
O=C(Nc1ccccc1F)C1CCCN(S(=O)(=O)c2ccccc2)C1 (centres undefined),-2,0,2,i,-0.1,4,3,0,-5,i
C/C(=N\NC(=O)c1nc(C)cc(C)n1)c1ccccc1,-4,-3,-5,i,0.6,2,-2,3,-9,i
CCOc1ccc2nc(SCC(=O)NCC3CCCO3)c(C#N)cc2c1 (centres undefined),-8,-2,-12,i,-2.7,0,-2,2,-3,i

# Shown with values under each structure: entries from further up.
# Values run as follows: NadD block | STEP block | SUMO1-SIM PPI | Neddylation inh | LMPTP block | CSN deneddyl inh | Rin1 Abl inh | DNMT1 inh | Scp-1 inhibitor | Rpn11 block
O=C(Nc1ccccc1F)C1CCCN(S(=O)(=O)c2ccccc2)C1 (centres undefined)
→ -2 | 0 | 2 | i | -0.1 | 4 | 3 | 0 | -5 | i
C/C(=N\NC(=O)c1nc(C)cc(C)n1)c1ccccc1
→ -4 | -3 | -5 | i | 0.6 | 2 | -2 | 3 | -9 | i
CCOc1ccc2nc(SCC(=O)NCC3CCCO3)c(C#N)cc2c1 (centres undefined)
→ -8 | -2 | -12 | i | -2.7 | 0 | -2 | 2 | -3 | i

# New compounds follow:
SMILES,NadD block,STEP block,SUMO1-SIM PPI,Neddylation inh,LMPTP block,CSN deneddyl inh,Rin1 Abl inh,DNMT1 inh,Scp-1 inhibitor,Rpn11 block
COCCC(=O)N1CCC(Oc2ccc(C(=O)NCc3cccc(C)n3)cc2)CC1,-7,-1,14,i,-1.9,2,3,-1,-1,i
COc1cc(NS(=O)(=O)c2ccc3[nH]c(=O)[nH]c3c2)cc(OC)c1,2,-2,4,i,-1.5,4,0,-5,-5,i
O=c1[nH]c(=O)n(CCCc2ccccc2)cc1-c1ccccc1,-1,1,-3,i,0.3,-2,-2,-4,-3,i
NC(=O)N/N=C/c1ccccc1OC(=O)c1cc2ccccc2oc1=O,-7,1,-31,i,0.0,2,-1,3,-11,i

# NadD block, entries above that show a hit
SMILES,NadD block,STEP block,SUMO1-SIM PPI,Neddylation inh,LMPTP block,CSN deneddyl inh,Rin1 Abl inh,DNMT1 inh,Scp-1 inhibitor,Rpn11 block
C=C1c2cccc(OC)c2O[C@H](C(=O)OCC)[C@@H]1CCCCCC,52*,0,3,i,4.3,-3,-1,14,101*,i
O=C(Cc1cccc2ccccc12)N/N=C/c1ccc2cccc(O)c2n1,30*,3,-6,i,5.3,2,-1,3,-2,i
